Assay outcomes deposited in PubChem BioAssay by National Center for Advancing Translational Sciences (NCATS).
IL-1B inflam inh: inhibitors of inflammasome signaling (IL-1 beta secretion) | THP-1 LPS/ATP IL-1B secretion, AlphaLISA, 16 h; hits give low values | activity change, % at 57.5 µM | hit rate 4.7% among 360,000 | AID 743279; in the data active = activity change below about -50%; inconclusive = mostly about -30% to -49%; also: % is scaled to controls: 0 for no effect and ±100 for the full control effect
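THP-1 cells pretreated 1 hr with compounds (up to 57.5 uM final), then stimulated with LPS (250 ng/mL final) plus ATP (1.25 mM final); secreted IL-1B measured by AlphaLISA after 16 hr, decreased signal indicating inhibition.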
MCF10A rerep: induces DNA re-replication in MCF 10a normal breast cells. MCF 10A DNA re-replication, Hoechst nuclear intensity, 48 h. Potency, µM (series often up to 46.1 µM), inactives show at the top dose activity, positive = re-replication, actives largely listed as activators. hit rate 2.9% among 350,000. AID 624296; also: potency is read from the fitted curve at half-maximal effect; % of control where 0% means no effect; nearly all actives have a fitted effect of over 50% in size
ATXN2 expr inh: reduces ATXN2 reporter expression in HEK-293 cells | HEK-293 ATXN2-luciferase reporter, luminescence, 24 h | Potency, µM (series often up to 57 µM), for the others: at the highest dose activity change, negative = inhibition, most hits filed as inhibitors | hit rate 0.72% among 360,000; also: potency is read from the fitted curve at half-maximal effect; % is scaled to controls: 0 for no effect and ±100 for the full control effect; nearly all actives have a fitted effect of over 55% in size
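qHTS (up to 57 uM final) was run with 24 h compound exposure of reporter cells at 37 °C. Each well was multiplexed: SteadyGlo luminescence measured ATXN2-luciferase expression after a fluorogenic Gly-Phe-AFC viability readout (25 uM final).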
WRN inhibitor: WRN helicase (human) inhibition | WRN helicase unwinding, fluorescent forked duplex, kinetic | Potency, µM (highest dose often 114 µM), for inactives: at the top dose activity change, negative = inhibition, hits mostly inhibitors | hit rate 0.46% among 360,000; also: potency is read from the fitted curve at half-maximal effect; % is scaled to controls: 0 for no effect and ±100 for the full control effect; nearly all actives have a fitted effect of over 55% in size
Target sequence (Q14191 whole entry, looked up): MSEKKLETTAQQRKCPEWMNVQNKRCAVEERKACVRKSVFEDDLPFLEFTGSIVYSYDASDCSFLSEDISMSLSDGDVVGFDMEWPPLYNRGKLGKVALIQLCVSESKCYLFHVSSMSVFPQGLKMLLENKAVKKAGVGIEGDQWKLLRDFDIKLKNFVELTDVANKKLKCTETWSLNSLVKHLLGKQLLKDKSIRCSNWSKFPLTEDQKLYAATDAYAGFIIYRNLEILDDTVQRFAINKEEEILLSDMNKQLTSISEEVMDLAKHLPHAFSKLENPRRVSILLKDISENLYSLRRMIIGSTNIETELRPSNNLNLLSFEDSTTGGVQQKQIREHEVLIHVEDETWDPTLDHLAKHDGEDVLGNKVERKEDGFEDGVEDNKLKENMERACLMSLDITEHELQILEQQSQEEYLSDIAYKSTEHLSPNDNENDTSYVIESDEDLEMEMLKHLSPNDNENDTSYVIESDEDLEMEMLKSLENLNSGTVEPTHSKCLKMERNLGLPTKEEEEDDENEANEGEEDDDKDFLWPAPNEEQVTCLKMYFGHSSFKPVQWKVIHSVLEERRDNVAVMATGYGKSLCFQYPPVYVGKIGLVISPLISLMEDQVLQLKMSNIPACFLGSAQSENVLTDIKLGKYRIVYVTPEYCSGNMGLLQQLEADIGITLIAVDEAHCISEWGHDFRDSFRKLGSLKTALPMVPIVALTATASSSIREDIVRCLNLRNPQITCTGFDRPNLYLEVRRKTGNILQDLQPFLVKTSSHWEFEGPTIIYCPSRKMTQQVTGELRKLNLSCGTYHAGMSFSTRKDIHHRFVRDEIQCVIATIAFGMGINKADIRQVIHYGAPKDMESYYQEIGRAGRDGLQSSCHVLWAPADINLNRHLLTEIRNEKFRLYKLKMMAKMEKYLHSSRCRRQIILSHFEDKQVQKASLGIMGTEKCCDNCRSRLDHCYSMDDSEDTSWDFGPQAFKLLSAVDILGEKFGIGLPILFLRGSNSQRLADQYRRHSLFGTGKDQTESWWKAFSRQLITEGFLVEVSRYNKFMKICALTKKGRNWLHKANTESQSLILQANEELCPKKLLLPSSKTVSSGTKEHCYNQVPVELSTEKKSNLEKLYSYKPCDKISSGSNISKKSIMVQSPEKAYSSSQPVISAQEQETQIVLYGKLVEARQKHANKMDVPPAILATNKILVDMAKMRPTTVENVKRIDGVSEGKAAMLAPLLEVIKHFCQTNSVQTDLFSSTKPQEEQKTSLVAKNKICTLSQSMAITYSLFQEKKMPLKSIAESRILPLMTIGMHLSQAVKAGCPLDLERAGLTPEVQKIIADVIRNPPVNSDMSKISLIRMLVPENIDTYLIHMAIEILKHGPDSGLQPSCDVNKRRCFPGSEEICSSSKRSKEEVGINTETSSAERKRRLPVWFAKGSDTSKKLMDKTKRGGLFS
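Enzyme (20 nM final) and test compound sit together 15 min at room temperature before substrate addition. Substrate is a single-forked duplex oligonucleotide (100 nM) labelled with fluorophore and quencher, with 2 mM ATP; helicase unwinding raises red fluorescence, read kinetically.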
HT1080 IDH1KD tx: HT-1080 IDH1 knockdown cell toxicity (counter line); Potency, µM (highest dose often 46.1 µM), for the others: at the top dose activity, negative = toxicity, hits mostly cytotoxic; HT-1080 IDH1 knockdown viability, ATP luminescence, 48 h; hit rate 2% among 360,000;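 also: potency is read from the fitted curve at half-maximal effect; 0% = DMSO wells and -100% = cell-free medium wells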
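IDH1KD HT-1080 cells, 750/well, RPMI + 5% FBS; compound pinned after 2 h settling; 48 h, 37 °C; CellTiter-Glo luminescence; % activity normalised to DMSO and no-cell wells; curves fitted, classed by r2 and efficacy.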
KB-V1 MDR tox: kills drug-selected multidrug resistant KB-V1 cells; Potency, µM (series often up to 46.1 µM), inactives show at the highest dose activity change, negative = cytotoxicity, actives largely listed as cytotoxic; KB-V1 MDR cells viability, CellTiter-Glo, 72 h; hit rate 3.4% among 400,000; AID 1347076; also: potency is read from the fitted curve at half-maximal effect; % is scaled to controls: 0 for no effect and ±100 for the full control effect; nearly all actives have a fitted effect of over 60% in size
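KB-V1 cells (P-gp-expressing MDR subline of KB-3-1) in phenol-red-free DMEM with 10% FBS were exposed to library compounds over a concentration series for 72 h at 37 degrees C. Viability read by CellTiter-Glo luminescence; concentration-effect curves fitted after normalization.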
SW480 rerep: induces DNA re-replication in SW480 colon adenocarcinoma cells; SW480 DNA re-replication, Hoechst DNA content imaging, 48 h; Potency, µM (top dose mostly 46.1 µM), without a hit: top-dose re-replication activation, most hits filed as activators; hit rate 1.8% among 340,000; also: potency is read from the fitted curve at half-maximal effect; % of control where 0% means no effect; nearly all actives have a fitted effect of over 55% in size
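Hoechst fluorescence of nuclei (405 nm excitation, 500-530 nm emission) measured by plate-scanning imager after 48 hr compound exposure at 37 C; re-replication scored as increased number of nuclei with elevated intensity.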
KB-3-1 cytotox: kills parental KB-3-1 adenocarcinoma cells; KB-3-1 viability, CellTiter-Glo ATP luminescence, 72 h; hit rate 1.4% among 400,000; Potency, µM (series often up to 46.1 µM), without a hit: at the highest dose activity change, negative = cytotoxic, actives largely listed as cytotoxic; AID 1347075; also: potency is read from the fitted curve at half-maximal effect; % is scaled to controls: 0 for no effect and ±100 for the full control effect; nearly all actives have a fitted effect of over 60% in size
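Cells are dispensed, compounds pinned in, plates held at 37 °C for 72 h, then CellTiter-Glo is added and luminescence read after 10 minutes. Cell line: parental KB-3-1 in phenol-red-free DMEM, 10% FBS.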
HT1080-NT tox: kills 2HG-producing HT-1080-NT fibrosarcoma cells; HT-1080-NT fibrosarcoma viability, CellTiter-Glo ATP luminescence, 48 h; Potency, µM (series often up to 46.1 µM), inactives show top-dose activity, negative = less viability, usual class: cytotoxic; hit rate 1.6% among 360,000;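 also: NT is the 2HG producing partner of a matched IDH1 knockdown line; potency is read from the fitted curve at half-maximal effect; 0% = DMSO-treated cells and -100% = media-only wells without cells; nearly all actives have a fitted effect of over 55% in size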
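A 48-hour cytotoxicity screen used HT-1080-NT cells plated 2 hours before compound delivery. ATP-based CellTiter-Glo luminescence measured viability, normalized to DMSO and no-cell controls.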
The depositor's hits bear a star; u = inconclusive; x = not tested or not shown; & = joins results of further samples; [ ] = dose if it differs, or a comment. Unless noted, calls follow the shape of the dose curve; as a rule, active = well fitted curve in the direction sought with a large enough effect; inconclusive = small, poorly fitted or top-dose-only effect, or another doubt; inactive = no such curve, though single readings can be large; an effect the other way counts as inactive or inconclusive. Rows are unselected; any-hit rate near 12%.

molecule	IL-1B inflam inh	MCF10A rerep	ATXN2 expr inh	WRN inhibitor	HT1080 IDH1KD tx	KB-V1 MDR tox	SW480 rerep	KB-3-1 cytotox	HT1080-NT tox
COc1ccc(C(C(=O)NCc2ccccc2)N(Cc2ccc3c(c2)OCO3)C(=O)c2cnccn2)cc1 (stereo not given)	-7.8	-6.0%	4.7%	-6.2%	1.1%	u	0.9%	3.1%	2.5%
O=C(CN1CCN(c2ccccn2)CC1)Nc1cccc(F)c1	-4.4	-5.8%	x	1.1%	15.0%	-3.6%	-27.0%	1.5%	3.3%
CC(NS(=O)(=O)c1ccc(Cl)c(Cl)c1)C(=O)Nc1cccnc1 (stereo not given)	6.4	-0.4%	3.9%	u	0.5%	8.2%	-6.1%	-2.5%	-0.9%
Cc1ccc(/C=N/NC(=O)Cc2cccs2)o1	25.4	-10.2%	3.7%	-27.4%	-6.0%	u	-4.6%	1.0%	8.2%
COc1cc(C)c(C(C)C)cc1S(=O)(=O)n1ccnc1	23.3	0.6%	-2.3%	1.0%	28.6%	-29.8%	-0.6%	-3.5%	2.9%
Cc1ccc(S(=O)(=O)Nc2c(NC3CCCCC3)c3ccccc3oc2=O)c(C)c1	-22.5	7.9%	-26.1%	-1.0%	u	-2.7%	11.1%	-30.0%	u
COc1ccccc1Oc1ccc2c(c1)C(=O)N(c1ccc(O)cc1)C2=O	17.3	-7.0%	2.2%	-2.5%	-1.6%	23.2%	-5.5%	3.2%	-1.9%
CC(=O)Nc1ccc(NC(=O)C(C)OC(=O)CNS(=O)(=O)c2cccc(Cl)c2)cc1 (stereo not given)	25.5	0.7%	2.0%	1.5%	13.1%	u	-18.7%	5.1%	4.0%
CCOC(=O)N1CCN(S(=O)(=O)c2ccc3c(c2)CCN3C(=O)C2CCC2)CC1	-9.6	3.6%	-2.6%	4.5%	-12.6%	-26.8%	-5.3%	4.0%	-6.6%
CCC(=O)/C=C1/Sc2ccc(OC)cc2N1CCO	0.0	-4.9%	-11.6%	-2.2%	6.6%	2.8%	3.1%	0.0%	12.0%
O=C(NNCc1ccccc1)c1ccccc1	-7.9	-1.1%	u	8.9%	4.7%	3.5%	3.9%	-0.2%	3.4%
CCOc1ccc(N(CC(=O)Nc2cc(OC)cc(OC)c2)S(=O)(=O)c2c(C)[nH]c(=O)[nH]c2=O)cc1	24.6	-1.7%	16.7%&0.8%	-11.4%	1.4%	14.0%&7.5%	5.7%	3.0%&-0.6%	7.1%
CN(Cc1ccccc1)C(=O)c1ccc(Nc2nc(C(N)Cc3ccc(C(F)(F)F)cc3)cs2)nc1 (stereo not given)	-105.3*	x	u	-8.3%	x	u	x	u	x
Cc1cccc2cc(C3CC(c4cccs4)=NN3C(=O)CCC(=O)O)c(Cl)nc12 (stereo not given)	16.6	1.5%	6.4%	1.5%	-1.5%	10.3%	-5.8%	14.3%	-21.3%
CCOc1ccc(OCCOCCN2CCOCC2)cc1	8.2	0.1%	-3.5%	8.0%[57.1 µM]	0.2%	-1.3%	-7.2%	-5.0%	-2.2%
CN1CCC2(CC1)N=C(c1ccc(F)cc1)C(=S)N2C(=O)c1ccccc1	0.0	u	u	-7.0%	-23.1%	u	x	u	-24.5%
CC(=O)Nc1ccc(S(=O)(=O)NCCC(=O)NNC(=O)c2ccncc2)cc1	-5.1	-8.2%	6.2%	1.9%	15.5%	20.7%	u	7.6%	7.4%
CCOc1ccccc1-c1nc2c(s1)CCc1onc(-c3ccc(OC)cc3)c1-2	22.3	4.8%	-2.8%	-2.2%	8.9%	-6.3%	-9.2%	-2.8%	u
COc1ccc(-c2cc(C(F)(F)F)nc(SCCC(=O)NCc3ccco3)n2)cc1	-20.3	-9.2%	-16.9%	-8.2%	-7.4%	-4.1%	-2.4%	8.2%	-11.8%
ON=C(c1ccccc1)c1ccc2c3c(cccc13)CC2	31.6	x	x	-1.3%	-13.9%	u	x	u	-11.0%
COc1ccc(-c2noc(COc3ccc4c(c3)OCO4)n2)cc1OC	0.0	20.8%	-0.1%	-1.5%	9.1%	-11.2%	-2.3%[9.22 µM]	3.2%	5.1%
COc1ccc(C2=NN(C(=O)CCC(=O)O)C(c3ccccc3)C2)cc1 (stereo not given)	11.7	-1.5%	1.9%	1.9%	-0.7%	-1.8%	-5.6%	-16.6%	7.7%
O=[N+]([O-])c1ccc(NN=C(C2CC2)C2CC2)c([N+](=O)[O-])c1	-22.6	x	x	6.1%	-21.3%	5.9%	x	-19.3%	-9.1%
CN(C)c1cccc(NC(=O)Cc2ccc(F)cc2)c1	19.9	-1.8%	5.0%	2.2%	-12.3%	-20.3%	-4.7%	-6.9%	-0.3%
O=C(Nc1ccc2c(c1)OCCO2)C1CCN(S(=O)(=O)Cc2ccccc2)CC1	-25.5	1.2%	-11.4%	1.6%	-2.2%	-14.9%	-2.4%[9.22 µM]	0.0%	-28.6%
Cn1c(=O)n(C)c2cc(/C=N/n3cnnc3)ccc21	6.6	-2.6%	-1.7%	1.5%	4.1%	9.0%	-0.4%	17.9%	0.0%
Cc1cc(C)c2c(n1)nn1c(NCCOCCO)cc(C)nc21	0.0	2.2%	-29.1%	-6.4%	13.6%	3.9%	-3.8%	15.7%	13.5%
CCOc1ccc(N(CC(=O)Nc2ccc(OC)cc2)S(C)(=O)=O)cc1	-1.3	-2.9%	46.8%[activator]	-1.0%	2.8%[9.24 µM]	u	0.8%	5.8%	4.7%
COc1cc(C(N)=O)cc(Cl)c1OC	3.7	-2.1%	x	2.4%	-1.5%	2.6%	-187.2%[inhibitor]	1.0%	20.6%
COc1ccc(NC(=O)c2cc3ccc4c5ccccc5[nH]c4c3cc2O)cc1	-19.1	15.3%	-20.3%	10.2%	16.0%	-23.7%	u	u	21.3%
CCCC(c1nnnn1Cc1ccc(OC)cc1)N1CCN(C(=O)c2ccco2)CC1 (stereo not given)	-10.1	13.8%	5.5%	0.5%	0.0%	-20.2%	-7.6%	0.0%	0.0%
COc1ccccc1-c1cc(C(=O)N/N=C/c2ccc(C)s2)c2ccccc2n1	-23.3	u	132.7%[activator]	-3.6%	u	-8.1%	2.2%	u	-26.4%
Cc1scc(C(=O)NCc2ccco2)c1-c1ccccc1	-5.1	109.7%	-3.5%	-26.8%[57.1 µM]	u	u	u	-1.9%	u
CCCCC(C(=O)NCCC(C)C)N(CCCN1CCOCC1)C(=O)c1snc(C(N)=O)c1N (stereo not given)	10.6	18.0%	12.2%	0.1%	12.6%	9.2µM*	-3.3%	9.8%	17.6%
NC(=O)CNC(=O)c1cccc(Cl)c1	24.7	-0.5%	-7.2%	1.5%	6.0%	0.0%	-7.8%	17.4%	11.6%
Cc1ccc(C(=O)CCC(=O)N(C)CC(=O)Nc2c(Cl)cccc2Cl)cc1	2.0	2.5%	3.5%	-14.5%	7.4%	x	-4.6%	x	1.7%
CCc1ccc2c(F)cccc2n1	22.8	x	3.2%	1.8%	4.5%	3.0%	x	0.1%	24.9%
O=C1CC2(CCCCC2)Oc2ccc(Cl)cc21	14.0	u	-8.4%	-8.1%	-2.9%	14.3%	11.3%	8.0%	1.3%
CCCN=C1NC(=O)C(CC(=O)NCCc2ccccc2)S1 (stereo not given)	15.2	-3.9%	-20.4%	5.1%	23.0%	-2.4%	-0.4%	-0.3%	18.1%
CC(C)C(=O)NC(=S)Nc1ccc(S(=O)(=O)N(C)C)cc1	-11.3	0.8%	-0.5%	3.7%	15.9%	-10.1%	0.3%	28.6%	5.3%
COc1cccc(N2CCN(C(=O)CN(C)S(=O)(=O)c3ccc4c(c3)c(=O)n(C)c(=O)n4C)CC2)c1	-1.0	9.9%	0.2%	-0.1%	-24.3%	u	-1.8%	10.4%	-1.0%
COc1ccc(-c2noc(CCCC(=O)NC3CCCCC3)n2)cc1	-28.8	-27.5%	-37.1%	7.9%	u	-13.0%	-12.7%	u	-25.8%
O=C(Nc1ccccc1)Nc1cccc(-c2nnco2)c1	8.8	u	x	-7.9%	0.0%	1.2%	-11.9%	-7.7%	20.5%
CCOC(=O)CSc1ncc(OC)c(Sc2ccc(Cl)cc2)n1	27.7	13.3%	-7.3%	-12.0%	-0.7%	1.2%	1.2%	10.7%	1.3%

Part of the list above, limited to ATXN2 expr inh:
SMILES | ATXN2 expr inh
NC(=O)CNC(=O)c1cccc(Cl)c1 | -7.2%
CCOc1ccc(N(CC(=O)Nc2cc(OC)cc(OC)c2)S(=O)(=O)c2c(C)[nH]c(=O)[nH]c2=O)cc1 | 16.7%&0.8%

Already shown: an excerpt of the list.
molecule	IL-1B inflam inh	MCF10A rerep	ATXN2 expr inh	WRN inhibitor	HT1080 IDH1KD tx	KB-V1 MDR tox	SW480 rerep	KB-3-1 cytotox	HT1080-NT tox
O=C(Nc1ccccc1)Nc1cccc(-c2nnco2)c1	8.8	u	x	-7.9%	0.0%	1.2%	-11.9%	-7.7%	20.5%
CCOC(=O)CSc1ncc(OC)c(Sc2ccc(Cl)cc2)n1	27.7	13.3%	-7.3%	-12.0%	-0.7%	1.2%	1.2%	10.7%	1.3%
